V-ATPase pH: regulators of yeast V-ATPase proton transport | AID 504577 | response, % at 10 µM | S. cerevisiae, pHLuorin cytosolic pH fluorescence | 0.37% of 350,000 active; in the data active = response mostly above about 7.3%, no sharp cut-off; inactive = mostly below about 5.4%; note: actives read high; inactives centre near 0; some compounds called inactive have numbers as strong as hits; reference of the scale not given here
Pemphigus Ab inh: blocks pemphigus antibody binding to human desmoglein-3. 0.48% of 310,000 active. DSG3-coupled beads, scFv-anti-DSG3-GFP binding, flow cytometry; hits give low values. P32926. binding (percent of control), % at 10 µM;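 active = binding more than 3 SD below its plate's average and above zero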;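 note: hits lower antibody fragment binding to DSG3; some compounds called inactive have numbers as strong as hits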
PKA-R2B act: PKA-R2B complex activation; 0.079% of 340,000 active; activation, % at 11.4 µM; PKA-R2B holoenzyme dissociation, Cy5-IP20 fluorescence polarization; R2B truncated from residue 108, S112A mutant; 0% DMSO only, 100% 113 µM cGMP;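 active = activation above a cutoff set at the mean over all compounds plus 3 SD, cut at about 18% in these data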;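 note: higher means more holoenzyme dissociation and a rise in polarization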
MOR-DOR ag: agonists of human mu-delta opioid receptor heterodimerization; cells, OPRM1-OPRD1 heterodimerization, luminescence; activation, % at 9.3 µM; 0.3% of 340,000 active; in the data active = activation above about 18%;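 note: 0% = vehicle-treated cells and 100% = reference agonist; values of inactives mirror those of a sister screen read the other way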
DAGLB inhibitor: blocks human DAGLB lipase activity; Q8NCG7; HEK293T DAGLB membrane lysate, EnzChek fluorogenic substrate; inhibition, % at 5.17 µM; 0.059% of 340,000 active; in the data active = inhibition above about 34%;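 note: 0% = enzyme with vehicle and 100% = wells lacking enzyme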
Target sequence (Q8NCG7 whole entry, looked up): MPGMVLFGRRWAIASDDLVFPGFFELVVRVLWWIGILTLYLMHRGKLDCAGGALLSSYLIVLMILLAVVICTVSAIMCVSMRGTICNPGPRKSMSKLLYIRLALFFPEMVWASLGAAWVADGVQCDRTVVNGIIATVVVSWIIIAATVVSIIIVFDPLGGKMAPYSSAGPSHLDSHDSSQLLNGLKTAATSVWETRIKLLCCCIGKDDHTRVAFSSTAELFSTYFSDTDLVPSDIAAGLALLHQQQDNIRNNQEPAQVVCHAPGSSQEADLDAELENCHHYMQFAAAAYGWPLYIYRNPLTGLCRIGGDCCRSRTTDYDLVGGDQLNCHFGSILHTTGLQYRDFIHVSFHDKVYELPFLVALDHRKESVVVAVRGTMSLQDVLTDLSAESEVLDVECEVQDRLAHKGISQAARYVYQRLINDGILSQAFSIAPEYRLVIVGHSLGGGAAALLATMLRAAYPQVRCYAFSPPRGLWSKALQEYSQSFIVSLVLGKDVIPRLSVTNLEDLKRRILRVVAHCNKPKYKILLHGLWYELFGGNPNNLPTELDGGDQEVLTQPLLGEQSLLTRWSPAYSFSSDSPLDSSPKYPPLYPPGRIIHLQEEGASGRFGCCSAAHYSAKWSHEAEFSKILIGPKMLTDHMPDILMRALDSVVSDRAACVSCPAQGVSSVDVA
HTR5A ag: HTR5A agonism, opioid heterodimer counter-screen; HTR5A agonist assay, luminescence, cell-based; P47898; 0.61% of 340,000 active; activation, % at 9.3 µM; in the data active = activation mostly above about 9.5%, no sharp cut-off; inactive = mostly below about 7.6%;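 note: 0% = cells with vehicle only and 100% = reference agonist; strong numbers were not always called active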
Target sequence (P47898 whole entry, looked up): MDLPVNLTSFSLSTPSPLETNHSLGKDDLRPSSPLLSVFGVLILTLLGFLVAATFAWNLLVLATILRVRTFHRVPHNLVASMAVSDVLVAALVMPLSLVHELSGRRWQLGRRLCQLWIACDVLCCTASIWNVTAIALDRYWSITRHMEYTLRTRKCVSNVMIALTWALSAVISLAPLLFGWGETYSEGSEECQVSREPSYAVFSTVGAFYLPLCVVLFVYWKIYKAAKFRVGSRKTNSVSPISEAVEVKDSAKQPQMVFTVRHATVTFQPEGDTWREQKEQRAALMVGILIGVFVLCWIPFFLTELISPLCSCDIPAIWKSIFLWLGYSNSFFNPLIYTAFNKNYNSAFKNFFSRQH
Arrestin-AP2 inh: blocks beta-arrestin peptide binding to AP2 adaptin. inhibition, % at 10 µM. FITC-arrestin peptide / GST-AP2 beads, flow cytometry; AP2 beta2 appendage carries R879A mutation. 0.31% of 340,000 active. AID 504490;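 active = inhibition above a set limit, near 3 SD of compounds lacking own fluorescence, cut at about 54% in these data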;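 note: plate controls were DMSO wells for no effect and 5 µM unlabelled arrestin peptide for full effect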
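Assay system: GST-AP2 R879A bound to glutathione beads, E. coli-expressed; Medium: PBS with 0.05% Tween 20 and 0.1% BSA; Also added: fluorescein-tagged arrestin peptide at 50 nM final; Timing: 12 min plus 1 h, RT; Measured by: flow cytometry, FL1 (488/535 nm); Evaluation: percent drop in bead-associated FITC signal.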
HTR5A inv ctr: inverse agonist of human HTR5A in OPRM1-OPRD1 counter-screen | P47898 | 0.083% of 340,000 active | inhibition, % at 9.3 µM | HTR5A cell line, luminescence, inverse agonism; in the data active = inhibition mostly above about 23%, no sharp cut-off; inactive = mostly below about 18%;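 note: 0% = cells with DMSO and 100% = no-cell wells with DMSO; some compounds called inactive have numbers as strong as hits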
PKA-R1A act: activators of PKA-R1A complex. AID 504707. 0.083% of 340,000 active. P00514+P68181. activation, % at 11.4 µM. PKA-R1A dissociation, Cy5-IP20 fluorescence polarization; scaled: DMSO 0%, 113 µM cGMP 100%;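 active = percent activation above the mean of all tested compounds plus 3 SD, cut at about 19% in these data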;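 note: higher means more PKAc released from R1A so a rise in polarization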
OPRM1-OPRD1 inv: inverse agonist of human OPRM1-OPRD1 heterodimerization; inhibition, % at 9.3 µM; AID 504357; P35372+P41143; 0.21% of 340,000 active; cell-based MOR-DOR heterodimer luminescence, inverse agonism; in the data active = inhibition above about 22%, passing the limit was not always enough;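 note: 0% = cells with DMSO and 100% = wells without cells with DMSO; values of inactives mirror those of a sister screen read the other way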
* hit, by the source's call; x = not tested or not shown. Not a hit list; 2.4% or so of the library scored in one or more.

Key to letters: A = V-ATPase pH; B = Pemphigus Ab inh; C = PKA-R2B act; D = MOR-DOR ag; E = DAGLB inhibitor; F = HTR5A ag; G = Arrestin-AP2 inh; H = HTR5A inv ctr; I = PKA-R1A act; J = OPRM1-OPRD1 inv
structure: Cc1cc(C)c2c(=O)cc(C(F)F)oc2c1
  A: -4	B: x	C: 1	D: -0.7	E: 0	F: 1	G: 10	H: -1	I: -8	J: 3

structure: CCOC(=O)C1(CCOc2ccccc2)CCN(Cc2ccc(CO)o2)CC1
  A: -3	B: 108	C: -4	D: 2.7	E: 0	F: -2	G: 13	H: 6	I: 1	J: -20

structure: O=C1[C@H]2[C@H](C=CC[C@H]2C(=O)N2CCN(c3ccccc3)CC2)CCN1Cc1ccccc1
  A: 5	B: 103	C: -2	D: -2.8	E: -2	F: -2	G: 6	H: -23	I: -5	J: 15

structure: COc1ccc(C(=O)NCC(=O)OCC(=O)Nc2ccc(C)c(S(=O)(=O)N(C)C)c2)cc1OC
  A: -1	B: 95	C: -3	D: -1.6	E: 1	F: 3	G: -11	H: -50	I: -4	J: 8

structure: CCOc1ccc(-n2cc(C(=O)N3CCC(C)CC3)c3cc(OC)c(OC)cc3c2=O)cc1
  A: 4	B: 88	C: -5	D: 0.0	E: -1	F: 0	G: 56*	H: -14	I: -1	J: 0

structure: COc1ccc(CCNC(=O)Cn2nnc(-c3cccs3)n2)cc1OC
  A: 4	B: 104	C: -1	D: 0.4	E: 2	F: 2	G: 13	H: -6	I: -2	J: -2

structure: O=C(NNc1ccccc1Br)C(O)(c1cccc(C(F)(F)F)c1)c1cccc(C(F)(F)F)c1
  A: -3	B: x	C: -2	D: 11	E: -12	F: 8	G: 16	H: 20	I: -1	J: -56

structure: CNC(=O)Cn1nc(-c2ccc(C)c(S(=O)(=O)N(C)C)c2)c2ccccc2c1=O
  A: -2	B: x	C: -9	D: -2.9	E: 1	F: 4	G: -4	H: -11	I: -5	J: 15

structure: CCc1c(C)sc(NC(=S)Nc2nc(C)cc(C)n2)c1C(=O)OC
  A: 0	B: 98	C: -5	D: -1.0	E: -5	F: 8	G: -17	H: -7	I: -11	J: 5

structure: CC(C)c1ccc(NC(=O)COC(=O)/C=C/c2cccc([N+](=O)[O-])c2)cc1
  A: -2	B: 102	C: -3	D: -0.5	E: -4	F: 4	G: -1	H: -7	I: -4	J: 3

structure: COc1ccc(-n2cnnc2SCC(=O)c2cc(C)n(Cc3cccs3)c2C)cc1
  A: -1	B: 71	C: -7	D: -2.1	E: 0	F: 0	G: 23	H: 17	I: -6	J: 13

structure: O=C(CNC(=O)C1CCCCC1)OCc1cc(=O)oc2ccc3ccccc3c12
  A: 2	B: 94	C: -2	D: 1.8	E: 1	F: -3	G: 10	H: 8	I: 9	J: -9

structure: COc1cc(OC)cc(C(=O)NC(=S)NNC(=O)Cc2cccs2)c1
  A: 4	B: 93	C: -2	D: 0.0	E: 1	F: -3	G: -3	H: 8	I: -3	J: 0

structure: O=C(CCN1C(=O)/C(=C/c2ccc(Cl)cc2)SC1=S)NC1C=CS(=O)(=O)C1 (configuration not stated)
  A: -1	B: 89	C: 12	D: -1.2	E: 1	F: -2	G: 41	H: -5	I: -1	J: 6

structure: Cc1ccc(NC2=NCC(=O)N2C2CCCC2)c(C)c1
  A: -3	B: 101	C: -2	D: -1.2	E: -1	F: 2	G: 4	H: 5	I: -11	J: 5

structure: COc1ccc(/C(O)=C2/C(=O)C(=O)N(CCN(C)C)C2c2ccc(C)cc2)cc1Cl (configuration not stated)
  A: 1	B: 103	C: -16	D: -2.9	E: -1	F: 1	G: -8	H: -25	I: -5	J: 16

structure: O=C(COC(=O)c1ccc(Br)o1)Nc1cccc(S(=O)(=O)N2CCCCCC2)c1
  A: 0	B: 100	C: -18	D: 0.5	E: -4	F: 0	G: 4	H: -6	I: 14	J: -3

structure: COc1ccc(S(=O)(=O)N2CCN(C(=O)CNC(=O)c3ccc4c(c3)OCO4)CC2)cc1
  A: 2	B: 101	C: -4	D: -0.6	E: 0	F: -7	G: -11	H: 20	I: -5	J: 4

structure: COc1ccc(OC)c(NC(=O)c2cc3oc4ccccc4c3cc2O)c1
  A: -18	B: 107	C: -8	D: 3.1	E: -3	F: -2	G: -1	H: 8	I: 2	J: -14

structure: CCCOc1ccc(C2c3c(oc4cc(C)c(C)cc4c3=O)C(=O)N2CCCN(C)C)cc1OCC (configuration not stated)
  A: -3	B: 108	C: -9	D: -2.3	E: -1	F: -3	G: 7	H: 8	I: 2	J: 12

structure: COc1ccc(NC(=O)C#Cc2ccccc2)cc1OC
  A: 4	B: 112	C: -6	D: 0.7	E: 1	F: 0	G: 4	H: 0	I: -9	J: -3

structure: CC1CCCN(C(=O)NC2CC(=O)N(c3ccc4c(c3)OCCO4)C2)C1 (configuration not stated)
  A: 1	B: 101	C: 5	D: -1.4	E: 0	F: 1	G: 3	H: 12	I: -3	J: 9

structure: COCC1CCN(C(=O)c2cc(COc3cc(C)c(Cl)c(C)c3)on2)C1 (configuration not stated)
  A: 1	B: 105	C: -15	D: 2.6	E: -3	F: 4	G: 0	H: -21	I: 1	J: -14

structure: COc1ccc(C(=O)/C=C/c2ccc(OC)c(Cn3nnc4ccccc43)c2)cc1
  A: 0	B: 101	C: -5	D: 0.0	E: -2	F: -1	G: 15	H: 2	I: -7	J: 0

structure: O=C(CCCOc1ccc(Cl)cc1Cl)N/N=C/c1ccccc1O
  A: -3	B: 126	C: 0	D: 2.9	E: 1	F: 2	G: 9	H: 14	I: -13	J: -16

Some of the entries so far, as labelled records:
O=C1[C@H]2[C@H](C=CC[C@H]2C(=O)N2CCN(c3ccccc3)CC2)CCN1Cc1ccccc1
- V-ATPase pH: 5
- Pemphigus Ab inh: 103
- PKA-R2B act: -2
- MOR-DOR ag: -2.8
- DAGLB inhibitor: -2
- HTR5A ag: -2
- Arrestin-AP2 inh: 6
- HTR5A inv ctr: -23
- PKA-R1A act: -5
- OPRM1-OPRD1 inv: 15

COc1ccc(C(=O)NCC(=O)OCC(=O)Nc2ccc(C)c(S(=O)(=O)N(C)C)c2)cc1OC
- V-ATPase pH: -1
- Pemphigus Ab inh: 95
- PKA-R2B act: -3
- MOR-DOR ag: -1.6
- DAGLB inhibitor: 1
- HTR5A ag: 3
- Arrestin-AP2 inh: -11
- HTR5A inv ctr: -50
- PKA-R1A act: -4
- OPRM1-OPRD1 inv: 8

CCOc1ccc(-n2cc(C(=O)N3CCC(C)CC3)c3cc(OC)c(OC)cc3c2=O)cc1
- V-ATPase pH: 4
- Pemphigus Ab inh: 88
- PKA-R2B act: -5
- MOR-DOR ag: 0.0
- DAGLB inhibitor: -1
- HTR5A ag: 0
- Arrestin-AP2 inh: 56*
- HTR5A inv ctr: -14
- PKA-R1A act: -1
- OPRM1-OPRD1 inv: 0

Going on with the list.
Key to letters: A = V-ATPase pH; B = Pemphigus Ab inh; C = PKA-R2B act; D = MOR-DOR ag; E = DAGLB inhibitor; F = HTR5A ag; G = Arrestin-AP2 inh; H = HTR5A inv ctr; I = PKA-R1A act; J = OPRM1-OPRD1 inv
structure: CCCS(=O)(=O)N1CCCC(C(=O)NCCc2ccccc2)C1 (configuration not stated)
  A: -3	B: 121	C: 0	D: -1.8	E: -3	F: 1	G: -9	H: -4	I: 5	J: 8

structure: COc1ccc(/C=N/Nc2ccccc2)cc1Cn1nc(C)c([N+](=O)[O-])c1C
  A: -3	B: 101	C: -1	D: -3.1	E: -2	F: -1	G: -7	H: 2	I: -9	J: 18

structure: COc1ccc(C2C3=C(CC(C)(C)CC3=O)Nc3c2c(=O)[nH]c2nc(C)nn32)cc1 (configuration not stated)
  A: 2	B: 97	C: -16	D: -1.2	E: 0	F: -4	G: 1	H: -13	I: 9	J: 6

structure: CC(=O)N1CCc2c(sc(NC(=O)C3CCCCC3)c2C(N)=O)C1
  A: -2	B: 101	C: 4	D: -1.6	E: 1	F: 4	G: -2	H: -10	I: 5	J: 8

structure: O=C(NCc1ccco1)c1cc(-c2ccc(Cl)cc2)on1
  A: 1	B: 106	C: 0	D: 0.7	E: -2	F: 1	G: 6	H: -46	I: -6	J: -4

structure: Cc1nc(=O)c(-c2ccccc2)c(C)n1-c1cccc(C(=O)O)c1
  A: 4	B: 95	C: 3	D: -3.1	E: -1	F: -3	G: 8	H: 11	I: -6	J: 17

structure: CC(C)(C)C1=Nn2c(nnc2C2CCCCC2)SC1
  A: -4	B: 98	C: -6	D: -3.1	E: -1	F: 1	G: 31	H: -15	I: -4	J: 16

structure: CCN1C[C@@H]2[C@@H]3C(=O)N(C)C(=O)[C@@H]3[C@](CC)(C(=O)OC)N2C1=NC
  A: 0	B: 104	C: -4	D: -2.9	E: -1	F: -1	G: -2	H: 3	I: 0	J: 15

structure: Cc1ccc(S(=O)(=O)Nc2c(C)nc3nc(C)[nH]n3c2=O)cc1
  A: -1	B: x	C: -4	D: -4.9	E: -2	F: -2	G: 8	H: 5	I: -14	J: 26

structure: O=C(OCc1nc2ccsc2c(=O)[nH]1)c1ccco1
  A: 1	B: 100	C: -2	D: 1.0	E: -2	F: 3	G: 8	H: -25	I: 2	J: -7

structure: CC(C)(C)C1CCc2c(C(=O)NNC(=O)CCCC(=O)O)csc2C1 (configuration not stated)
  A: -3	B: 98	C: -13	D: -2.0	E: 4	F: 2	G: -3	H: 34	I: 1	J: 10

structure: COc1ccc(/C(C)=N/NC(=O)CNC(=O)/C=C\c2ccccc2)c(OC)c1
  A: -4	B: x	C: 11	D: -1.3	E: -1	F: 3	G: 2	H: 19	I: -15	J: 7

structure: CCCc1nn2c(=O)cc(CSCC(=O)Nc3ccccc3OC)nc2s1
  A: -3	B: x	C: 8	D: -1.8	E: 0	F: 2	G: -14	H: 11	I: 3	J: 10

structure: O=C(Nc1ccc(F)cc1)c1cccc(N2C(=O)C3C4C=CC(C4)C3C2=O)c1 (configuration not stated)
  A: -3	B: 107	C: -1	D: -3.1	E: 0	F: -9	G: 1	H: 24	I: -5	J: 13

structure: Cc1ccc(NC(=O)c2ccc(CNc3c(N4CCC(C)CC4)c(=O)c3=O)cc2)cc1
  A: -2	B: 100	C: -11	D: -2.8	E: -1	F: 5	G: 7	H: -14	I: -2	J: 15

structure: O=C(NCC1(c2ccccc2)CCCC1)C(=O)NCC1(c2ccccc2)CCCC1
  A: 7	B: 96	C: 7	D: 0.6	E: 0	F: 9.9*	G: 11	H: 9	I: -1	J: -3

structure: CCOC(=O)c1c(NC(=O)CSc2nnc(-c3c[nH]c4ccccc34)n2CCOC)sc2c1CCCC2
  A: -7	B: 100	C: 6	D: -1.2	E: 4	F: 7	G: 0	H: -20	I: -1	J: 7

structure: CC1CC(C)(C)CC2(C1)NC(=O)N(CC(=O)Nc1cc(C(F)(F)F)ccc1N1CCCCC1)C2=O (configuration not stated)
  A: 1	B: 102	C: -3	D: -0.6	E: -3	F: 2	G: -10	H: -9	I: -7	J: 3

structure: COc1cc(CN2CCN(c3ccccc3C)CC2)cc([N+](=O)[O-])c1O
  A: -1	B: 100	C: 5	D: -0.8	E: 3	F: -4	G: 1	H: 14	I: -6	J: 4

Source: PubChem BioAssay (several laboratories)
